D2 potentiator: positively modulates the human D2 dopamine receptor allosterically | P14416 | HEK293 T-REx D2, calcium flux, EC20 dopamine potentiation | potentiation, % at 10 µM | hit rate 0.34% among 340,000 | AID 485347;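 active means potentiation over 3 SD above the plate norm, cut at about 30% in these data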; further: 0% is about no effect
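Primary screen. Calcium kinetics in induced HEK293 T-REx D2 cells: compound pre-addition 180 s, EC20 dopamine, 180 s more.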
D2 agonist: agonists of human D2 dopamine receptor | P14416 | HEK293 T-REx D2 cells, calcium flux agonist mode | activation, % at 2 µM | hit rate 0.53% among 340,000;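 active means activation over 3 SD above normal in the single-dose calcium agonist read, cut at about 30% in these data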; further: 0% is about no effect
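Calcium-flux readout, 1 cycle/sec over 180 s following compound pin transfer, in inducible HEK293 Trex D2 cells (force-coupled); dopamine controls included. Positive calcium responses during this window marked compounds as potential agonists.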
D2 antagonist: antagonizes the human D2 dopamine receptor. hit rate 2% among 340,000. HEK293 TREx D2 cells, calcium flux, dopamine EC80. AID 485344. P14416. inhibition, % at 10 µM; in the data active means inhibition above about 30%; further: 0% is about no effect
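Calcium flux kinetic readout in an inducible HEK293 TREx D2 line plated overnight at 30 C. After 180 s compound exposure, an EC80 dopamine challenge follows with another 180 s kinetic read to detect antagonism.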
TRHR enhancer: allosteric enhancers of human TRH receptor. P34981. TRHR cells, fluo-8 calcium fluorescence, EC20 TRH enhancement. enhancement, % at 2 µM. hit rate 0.66% among 360,000. AID 493056; in the data active means enhancement above about 30%; further: 0% is about no effect
Target sequence (P34981 whole entry, looked up): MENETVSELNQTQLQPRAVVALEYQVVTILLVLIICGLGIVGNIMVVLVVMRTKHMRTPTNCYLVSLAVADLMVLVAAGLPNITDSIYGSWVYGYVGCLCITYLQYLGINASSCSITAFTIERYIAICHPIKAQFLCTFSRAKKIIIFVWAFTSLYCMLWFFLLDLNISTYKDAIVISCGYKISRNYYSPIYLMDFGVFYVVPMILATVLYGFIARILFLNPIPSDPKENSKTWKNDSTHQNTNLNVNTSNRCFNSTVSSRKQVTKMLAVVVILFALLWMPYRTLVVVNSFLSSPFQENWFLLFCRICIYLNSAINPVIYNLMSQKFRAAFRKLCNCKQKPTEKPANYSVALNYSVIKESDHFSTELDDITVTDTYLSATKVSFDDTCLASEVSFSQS
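Enhancer read-out: after compound pinning and an initial kinetic agonist-mode read, an EC20 of TRH (10 nM final) was injected and fluo-8 calcium signal (Ex 480/Em 530) followed at 1 s/cycle for 100 cycles in TRHR-expressing cells.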
TRHR agonist: TRH receptor (human) agonism. TRHR cells, calcium flux fluo-8, FDSS agonist mode. activation, % at 2 µM. hit rate 0.18% among 360,000; further: 0% is about no effect
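Fluo-8-loaded TRHR cells; 10 s baseline, compound added, kinetic Ca2+ fluorescence read 1/s, agonist mode.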
D1 agonist: human D1 receptor agonism; activation, % at 2 µM; HEK293 T-REx D1 cells, calcium flux, agonist mode; hit rate 1% among 360,000; further: 0% is about no effect
Target sequence (P21728 whole entry, looked up): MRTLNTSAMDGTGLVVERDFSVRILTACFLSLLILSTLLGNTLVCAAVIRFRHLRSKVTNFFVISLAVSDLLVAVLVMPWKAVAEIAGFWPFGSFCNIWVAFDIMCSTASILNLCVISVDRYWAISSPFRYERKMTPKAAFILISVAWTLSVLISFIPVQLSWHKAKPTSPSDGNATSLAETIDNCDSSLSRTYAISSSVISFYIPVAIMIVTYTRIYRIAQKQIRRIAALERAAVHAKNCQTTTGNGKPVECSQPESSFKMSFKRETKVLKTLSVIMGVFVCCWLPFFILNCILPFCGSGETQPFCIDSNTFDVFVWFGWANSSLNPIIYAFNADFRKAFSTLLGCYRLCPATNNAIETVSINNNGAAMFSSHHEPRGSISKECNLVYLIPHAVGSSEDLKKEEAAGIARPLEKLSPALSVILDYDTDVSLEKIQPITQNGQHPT
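Inducible HEK293 T-REx D1 cells, force-coupled to calcium signalling, were plated at 4000 cells/well with tetracycline and held overnight at 30 C. After no-wash calcium dye loading, compound-evoked calcium rise over 180 s flagged agonists.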
D1 potentiator: enhances dopamine response at the human D1 receptor; P21728; HEK293 TREx D1 cells, calcium flux, dopamine EC20 potentiation; potentiation, % at 10 µM; hit rate 0.036% among 360,000; in the data active means potentiation above about 30%; further: 0% is about no effect
D1 antag: human D1 dopamine receptor antagonism | activity change, negative = inhibition, % at 10 µM | hit rate 3.2% among 360,000 | AID 504652 | P21728 | HEK293 TREx D1 cells, calcium flux, dopamine EC80; stronger effect = lower value; in the data active means activity change below about -30%; further: on the % scale 0 is the no-effect control and ±100 the full control effect
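Antagonism measured as reduced calcium response to an EC80 dopamine addition following 180 s compound pre-read; cells were inducible HEK293 Trex D1 plated overnight at 30 C, read kinetically at 1 cycle/sec.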
RXFP1 antag: antagonists of human relaxin receptor RXFP1 | Q9HBX9 | hit rate 0.59% among 350,000 | HEK293-RXFP1, relaxin-stimulated cAMP HTRF, 30 min; stronger effect = lower value | activity change, negative = inhibition, % at 57.5 µM;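 active means activity change of -60% or lower, but not beyond a set lower limit; inconclusive means change between -60% and -40%, or beyond the set limit; inactive means change above -40%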; further: on the % scale 0 is the no-effect control and ±100 the full control effect
* = called active by the depositor; ? = inconclusive; nt = no result given. Unless noted, no stated cut-off is given here; in the data, active means activation above about 30%; inactive means the rest. Not a hit list (roughly 7.1% active in at least one column).

Preview (five entries):
SMILES	D2 potentiator	D2 agonist	D2 antagonist	TRHR enhancer	TRHR agonist	D1 agonist	D1 potentiator	D1 antag	RXFP1 antag
COC(=O)c1ccc(C(=O)Nc2ccc3nc(-c4ccncc4)[nH]c3c2)cc1	-6	0.4	23	14	-2.1	0	3	-4	10
Nc1ccc(NC(=S)Nc2ccccc2)cc1	8	1.1	8	-4	0.4	-2	-1	-57*	12
COc1ccc(-c2nnc(NC(=O)c3ccco3)s2)cc1	13	3.2	-3	2	3.5	4	-3	3	-14
CC(=Nc1ccc(Br)cc1)c1sc2ccccc2c1O	-10	11	-8	1	12	62*	1	-3	-6
CC(C)c1ccc(NC(=O)c2ccc(F)c(S(=O)(=O)N3CCc4ccccc43)c2)cc1	-11	-0.2	nt	0	0.8	6	-2	-10	-26

All compounds of this part, previewed entries included:
SMILES	D2 potentiator	D2 agonist	D2 antagonist	TRHR enhancer	TRHR agonist	D1 agonist	D1 potentiator	D1 antag	RXFP1 antag
COC(=O)c1ccc(C(=O)Nc2ccc3nc(-c4ccncc4)[nH]c3c2)cc1	-6	0.4	23	14	-2.1	0	3	-4	10
Nc1ccc(NC(=S)Nc2ccccc2)cc1	8	1.1	8	-4	0.4	-2	-1	-57*	12
COc1ccc(-c2nnc(NC(=O)c3ccco3)s2)cc1	13	3.2	-3	2	3.5	4	-3	3	-14
CC(=Nc1ccc(Br)cc1)c1sc2ccccc2c1O	-10	11	-8	1	12	62*	1	-3	-6
CC(C)c1ccc(NC(=O)c2ccc(F)c(S(=O)(=O)N3CCc4ccccc43)c2)cc1	-11	-0.2	nt	0	0.8	6	-2	-10	-26
Cc1ccccc1CNc1ncnc2cc(Cl)ccc12	1	0.3	9	-2	0.2	6	2	-7	13
CCOc1cc(CNC(=O)c2sc3ncnc(N(C)C4CCCCC4)c3c2C)ccc1OC	-2	nt	nt	4	-0.4	2	0	6	-4
COc1ccc(C(=O)N(C)c2ccccc2C(=O)NCCc2ccccc2)cc1	2	0.5	-8	-9	0.1	5	-5	-1	-3
CN(CC(=O)Nc1ccc([N+](=O)[O-])cc1Br)Cc1c(F)cccc1Cl	-4	0.2	7	-6	0.2	12	1	-32*	-20
COc1ccc(C2CC(=O)c3cc(-c4nc(-c5ccc(Cl)cc5)c(C)s4)c(=O)[nH]c3C2)cc1 (stereo not drawn)	5	nt	nt	12	0.3	2	2	14	-9
Cc1ccc(N(c2ncnc(N)c2[N+](=O)[O-])C2CCCCC2)cc1	-3	0.9	-10	-3	-0.2	6	1	13	19
CC1(C)Cc2cccc(Oc3ccc(S(=O)(=O)N4CCCC4)cn3)c2O1	nt	nt	nt	9	-0.1	10	-2	-14	4
CCOc1ccc(N(CC(=O)N2CCCCCC2)S(=O)(=O)c2ccc(C)cc2)cc1	-1	1.3	-8	-10	0.9	7	2	-1	-7
COc1cc(CNCc2c[nH]c3ccccc23)cc(OC)c1	-7	-0.4	-5	5	0.8	26	-6	-40*	-32
CCOC(=O)c1ccc(NC(=S)N(CCCN2CCCCC2)Cc2ccco2)cc1	nt	nt	nt	5	0.4	13	-5	-8	-5
CC(=O)N[C@@H](Cc1ccc(O)cc1)C(=O)N[C@H](C(=O)N[C@@H](C)C(=O)N[C@H](C#N)CC(=O)O)C(C)C	nt	nt	nt	-9	-0.4	2	-2	-17	nt
O=C(Nc1ccc(F)cc1)Nc1ccccc1N1CCCCC1	7	-0.8	-8	-4	-0.5	2	-1	-9	-5
O=C(Cc1ccccc1)Nc1ccc(S(=O)(=O)N2CCCC2)cc1	0	0.9	6	-10	-1.8	10	nt	2	2
Cc1ccc(C2(C)NC(=O)N(CCOc3ccccc3)C2=O)cc1 (stereo not drawn)	-5	0.3	-12	2	0.1	2	-3	-22	-5
CCc1ccc2occ(CC(=O)Nc3c(C(=O)c4ccc(C)cc4)oc4ccccc34)c2c1	-10	3.1	nt	-8	-0.1	-1	-1	-9	-11
Cc1ccc(NC(=O)c2ccc3c(c2)CCN3S(C)(=O)=O)cc1C	nt	nt	nt	7	-1.0	6	2	-17	-9
O=C(CSc1nc(Nc2ccccc2)nc(N2CCOCC2)n1)Nc1ccc2c(c1)OCCO2	11	-0.3	3	6	-0.1	1	8	10	5
CCc1nc2c(sc3nc4c(cc32)COC(C)(C)C4)c(=O)n1CCN(CC)CC	-3	1.0	11	-1	0.5	0	-10	nt	12
CC1CCCCC1NC(=O)CSc1nnc(-c2ccncc2)n1CCCN(C)C (stereo not drawn)	18	-0.2	-10	11	0.1	0	-1	-9	7
CCOc1ccc(N(C)C(=O)CCc2nnc3ccc(N4CCCCC4)nn23)cc1	-6	-0.2	-12	-3	-0.7	2	3	2	3
N#Cc1c(C(F)(F)F)cc(-c2ccc(Cl)cc2)[nH]c1=O	1	-0.6	8	-2	0.1	6	-3	-11	-10
O=[N+]([O-])c1ccc([S+](=O)([O-])N2CCN([S+](=O)([O-])c3ccc4c(c3)OCCO4)CC2)c([N+](=O)[O-])c1	nt	nt	nt	1	-0.1	0	3	-25	nt
O=C(O)COc1ccc(/C=N/n2cnc3scc(-c4cccs4)c3c2=O)cc1	8	-0.3	-13	-3	-0.2	1	8	1	0
COc1ccc(-c2c(-c3cc(OC)c(OC)c(OC)c3)noc2C)cn1	-15	-3.2	27	0	-0.7	10	-4	-16	nt
Cc1cc(Cl)ccc1NC(=O)CCCN1C(=O)CCC1=O	-5	1.7	-5	-3	0.1	0	2	12	3
COC(=O)c1ccc(COc2ccc(C(C)(C)C)cc2)o1	12	-0.4	-7	4	-0.1	2	-4	-16	-6
CCN(CC)C(=O)CSc1nc2sc3c(c2c(=O)n1CCCOC)CCC3	-7	0.5	-8	7	-0.5	1	-3	-3	9
COc1cc(-c2nnc(SCc3cc(=O)oc4cc(O)c(O)cc34)o2)cc(OC)c1OC	-8	0.3	-5	-4	-0.4	2	-1	nt	-4
FC(F)Oc1ccc(NC(=S)NC2CCSc3ccccc32)cc1 (stereo not drawn)	13	-0.3	-13	3	0.9	2	2	3	?
CCOc1ccccc1NC(=O)Cn1c(=O)n(-c2cccc(C)c2)c(=O)c2c1c1cc(OC)ccc1n2C	-5	0.1	nt	13	-0.3	3	4	9	nt
COc1cc(NC(=O)c2ccc([N+](=O)[O-])cc2)c(OC)cc1NC(=O)CC(C)C	-2	0.2	0	-2	2.0	0	-3	9	0
CCOC(=O)C1CCCN(Cc2ccc(OCc3ccccc3)cc2)C1 (stereo not drawn)	-38	9.9	86*	1	-0.4	8	-3	-23	-3
COc1ccccc1OCCOCCn1cnc2ccccc2c1=O	-3	0.2	-9	0	-0.1	2	3	0	9
CCN1CCN(c2nc3c(S(=O)(=O)c4ccc(C)cc4)nnn3c3ccsc23)CC1	-2	nt	nt	10	0.3	2	0	16	-17
Cc1c(NC(=O)c2ccccc2F)cccc1-c1nc2cccnc2s1	-1	-1.1	nt	11	-1.5	-1	-2	-80*	6
O=[N+]([O-])c1cnc(N2CCCCC2)c([N+](=O)[O-])c1	-2	0.3	9	1	1.3	0	-8	2	22
Cc1ccc2c(C)nc(N/C(N)=N/S(=O)(=O)c3ccccc3)nc2c1	6	-0.6	8	3	0.1	8	4	15	1
CC(/C=C/c1cccc([N+](=O)[O-])c1)=N\NC(=O)c1ccncc1	8	-0.4	9	0	0.3	0	-4	-4	11
Cc1cccc(CCNC(=O)CCc2nc(-c3ccccc3F)no2)c1	-6	-0.3	-7	1	-1.3	-2	0	9	-6
Cc1ccc(N(CC(=O)NC2CCCC2)C(=O)c2ccc(C)s2)cc1	2	-1.1	14	4	-0.7	1	-3	7	2
Cc1cc2nn(-c3ccc(Cl)cc3)nc2cc1N	0	1.5	-15	1	0.7	0	-1	-9	3
CSc1nsc(/C=C/Nc2ccc(C)c(C)c2)c1C#N	16	-0.6	13	3	-0.9	9	-1	-8	-2
O=C(N/N=C1\CCCc2ccccc21)c1ccccc1Cl	-4	0.6	-1	1	-1.5	1	3	7	-18
COc1cccc(NC(=O)C2CCCN2C(=O)Nc2cccc(F)c2)c1 (stereo not drawn)	-2	0.5	2	0	0.6	0	-2	1	4
CCn1c(=O)c2c(nc3n2CCN3c2ccccc2)n(C)c1=O	7	0.1	-3	1	0.3	3	0	15	-15
Brc1cccc(CNCc2cccs2)c1	2	-0.8	-4	3	-0.2	-1	2	1	-21

Single values from the entries so far.
TRHR enhancer, CC(/C=C/c1cccc([N+](=O)[O-])c1)=N\NC(=O)c1ccncc1 reads 0
D2 potentiator, CSc1nsc(/C=C/Nc2ccc(C)c(C)c2)c1C#N reads 16
TRHR enhancer, Brc1cccc(CNCc2cccs2)c1 reads 3
